# ATXN2 expr inh: reduces ATXN2 reporter expression in HEK-293 cells; HEK-293 ATXN2-luciferase reporter, luminescence, 24 h; Potency, µM (titrated, usually from 57 µM), without a hit: at the top dose activity change, negative = inhibition, actives largely listed as inhibitors; actives 0.72% (n = 360,000); AID 1745845; also: potency is read from the fitted curve at half-maximal effect; % is scaled to controls: 0 for no effect and ±100 for the full control effect; nearly all actives have a fitted effect of over 55% in size
#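 ATXN2-luciferase reporter cells (luciferase flanked by upstream and downstream ATXN2 gene portions) were treated 24 h at 37 °C with compounds at up to 57 uM. SteadyGlo luminescence gave expression; GF-AFC fluorescence gave viability.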
# ATXN viability: viability counter-screen for ATXN expression inhibitors | S2 cells (HEK-293 line with an ATXN2-luciferase reporter) viability, CellTiter-Fluor protease fluorescence, 24 h | Potency, µM (doses to about 56.7 µM), hits mostly cytotoxic | actives 0.49% (n = 400,000); also: potency is read from the fitted curve at half-maximal effect; nearly all actives have a fitted effect of over 40% in size
# IL-1B inflam inh: inhibitors of inflammasome signaling (IL-1 beta secretion). THP-1 LPS/ATP IL-1B secretion, AlphaLISA, 16 h; stronger effect = lower value. activity change, % at 57.5 µM. actives 4.7% (n = 360,000). AID 743279; in the data active = activity change below about -50%; inconclusive = mostly about -30% to -49%; also: % is scaled to controls: 0 for no effect and ±100 for the full control effect
#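 THP-1 cells pretreated 1 hr with compounds (up to 57.5 uM final), then stimulated with LPS (250 ng/mL final) plus ATP (1.25 mM final); secreted IL-1B measured by AlphaLISA after 16 hr, decreased signal indicating inhibition.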
# TGFb SMAD3 inh: blocks TGF-b signaling; HepG2 CAGA-GFP TGF-b/SMAD3 reporter, GFP fluorescence, 18 h; TGF-beta stimulated, 500 pg/mL final; Potency, µM (highest dose often 46.1 µM), inactives show at the highest dose activity, negative = inhibition, hits mostly inhibitors; actives 1.2% (n = 410,000); AID 588855; also: potency is read from the fitted curve at half-maximal effect; % is scaled to controls: 0 for no effect and ±100 for the full control effect; nearly all actives have a fitted effect of over 65% in size
#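 Smad-responsive CAGA-GFP expression was quantified in HEPG2 cells exposed to compounds and 500 pg/mL final TGF-beta for 18 h at 37 degrees C; unstimulated wells defined full inhibition.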
# HepG2 viability: HepG2 cytotoxicity, counter-screen for TGF-b inhibitors; HepG2 CAGA-GFP viability, ATP luminescence, 18 h; actives 0.76% (n = 410,000); Potency, µM (series often up to 46.1 µM), for inactives: at the top dose activity change, negative = cytotoxicity, most hits filed as cytotoxic; also: potency is read from the fitted curve at half-maximal effect; some results filed as inactive show a strong effect at the top dose
#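 CellTiter-Glo luminescence gave cytotoxicity after 18 hours at 37 degrees C. The cells were HepG2 CAGA-GFP in 1% FBS DMEM, stimulated with 500 pg/mL TGF-beta after compound addition. %Activity was normalised to no-cell wells (complete cell-killing) and DMSO (no toxicity), and curves were fitted and classified.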
# Nrf2 ARE act: activators of Nrf2 (ARE) signaling; Potency, µM (series often up to 46.1 µM), for the others: top-dose activation, most hits filed as activators; actives 0.31% (n = 410,000); AREc32 ARE-luciferase reporter (MCF7-derived line), luminescence, 24 h; also: potency is read from the fitted curve at half-maximal effect; % of control where 0% means no effect; nearly all actives have a fitted effect of over 65% in size
#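 ARE activation measured as luciferase luminescence (Steady-Glo, 30 min RT) in AREc32_Fluc cells after 24 hr compound exposure at 37 deg C, 5% CO2; cells seeded overnight at 1000/well in OPTI-MEM, 5% FBS.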
# A549 tox: kills or reduces viability of A549 cells in Nrf2 counter-screen | A549 ARE-Fluc cells, CellTiter-Fluor viability, 18-24 h | Potency, µM (titrated, usually from 46 µM), for the others: at the top dose activity change, negative = cytotoxicity, most hits filed as inhibitors | actives 0.16% (n = 390,000) | AID 504648; also: potency is read from the fitted curve at half-maximal effect; % is scaled to controls: 0 for no effect and ±100 for the full control effect
#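 A549 ARE-Fluc cells in 5% FBS OPTI-MEM, 5000 cells/well, rested 2 h then exposed to compounds in concentration-response for 18-24 h at 37 °C. Viability by CellTiter-Fluor fluorescence (Ex 405/Em 525) after 30 min; luciferase luminescence (BugLite, 15 min, RT) read afterwards.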
# MCF10A rereplic: DNA re-replication induction in MCF 10a cells; MCF 10A DNA re-replication, Hoechst nuclear intensity, 48 h; Potency, µM (top dose mostly 46.1 µM), for inactives: at the highest dose activity, positive = re-replication, hits mostly activators; actives 2.9% (n = 350,000); AID 624296; also: potency is read from the fitted curve at half-maximal effect; % of control where 0% means no effect; nearly all actives have a fitted effect of over 50% in size
# Nrf2 block: blocks Nrf2 signaling; A549 ARE-Fluc reporter, luciferase luminescence, 18-24 h; Potency, µM (doses to about 46 µM), inactives show at the highest dose activity change, negative = inhibition, usual class: inhibitors; actives 2.1% (n = 360,000); AID 504444; also: potency is read from the fitted curve at half-maximal effect; % is scaled to controls: 0 for no effect and ±100 for the full control effect; nearly all actives have a fitted effect of over 60% in size
#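 Quantitative HTS in A549 cells stably bearing an antioxidant response element-firefly luciferase construct. Inhibition of Nrf2-driven transcription was scored by luminescence after 18-24 h of compound exposure at 37 °C.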
# The depositor's hits bear a star; i = inactive; ? = inconclusive; · = no result given; & = joins results of further samples; [ ] = another dose, or the depositor's remark. Unless noted, calls follow the shape of the dose curve; as a rule, active = well fitted curve in the direction sought with a large enough effect; inconclusive = small, poorly fitted or top-dose-only effect, or another doubt; inactive = no such curve, though single readings can be large; an effect the other way counts as inactive or inconclusive.
no.	Molecule	ATXN2 expr inh	ATXN viability	IL-1B inflam inh	TGFb SMAD3 inh	HepG2 viability
1	COc1ccc(C(=O)/C=C/C(=O)N(Cc2ccc3c(c2)OCO3)C(C(=O)NC2CCCCC2)c2ccncc2)c(O)c1 (stereo not given)	-3.7%	i	?	?	0.1%
2	O=C(COC(=O)c1cc(Cl)ccc1Cl)NCCN1C(=O)CSC1=O	-3.7%	i	5.9	-3.7%	-0.1%
3	CCOC(=O)/C(C#N)=C\c1ccco1	0.3%	i	-10.3	17.2%	-3.3%
4	Cc1ccc2c(c1C)NC(=O)C21N2CCCC2C(C(=O)c2ccc3ccccc3c2)C12C(=O)Nc1ccccc12 (stereo not given)	·	i	?	15.8µM*	-39.4%
5	CCCCn1c(N)c(N(CCC(C)C)C(=O)C2CCCO2)c(=O)[nH]c1=O (stereo not given)	0.7%	i	17.3	0.0%	0.3%
6	COc1cccc(C(=O)N2CCCCC2CCN2CCCCC2)c1 (stereo not given)	·	·	·	?	6.3%
7	O[C@@H]1COC(Nc2ccc(N=Nc3ccccc3)cc2)C[C@@H]1O (stereo not given in full)	51.0%[activator]	?	?	-3.8%	1.3%
8	O=S1(=O)CCN(Cc2csc(-c3cccs3)n2)CC1	-34.5%	i	12.4	0.0%	-179.7%
9	Cc1cccc(-c2nc3c4ccccc4nc(N4CCN(c5ccccc5F)CC4)n3n2)c1	·	·	·	-1.6%	-13.0%
10	O=c1c([N+](=O)[O-])c(N2CCCCCC2)c2ccccc2n1-c1ccccc1	0.7%	i	-13.3	19.5%	10.6%
11	CCn1c(C)c(C)c2cc(C(=O)NCCN3CCOCC3)ccc21	-13.0%	i	2.9	1.0%	1.7%
12	CCN=c1scc(C)n1/N=C/c1cc(Br)c(O)c(OC)c1	29.3%	·	6.0	4.2%	-20.1%
13	CC1CCc2nc(NC(=O)c3ccc(S(=O)(=O)N4CCCc5ccccc54)cc3)sc2C1 (stereo not given)	-16.8%	i	-8.9	-20.0%	-28.5%
14	CC(C)CC1NC(=O)N(CC(=O)c2ccc3c(c2)OCCO3)C1=O (stereo not given)	0.5%	i	?	6.4%	-2.1%
15	Cc1ccc(-c2nc3c4ccccc4ccn3c2Cc2ccsc2)cc1	23.0%	?	0.0	-22.2%	-16.2%

no.	Nrf2 ARE act	A549 tox	MCF10A rereplic	Nrf2 block
1	9.3%	6.5%	?	4.3%
2	6.7%	4.4%	0.4%	6.2%
3	0.0%	-4.5%	-1.3%	0.1%
4	?	-9.9%	1.8%	?
5	-0.7%	-3.3%	2.5%	10.4%
6	2.3%	0.5%	·	24.0%
7	4.5%	?	-0.7%	11.0%
8	-0.4%	-2.8%	8.1%	?
9	4.3%	1.7%	·	?
10	-0.2%	-7.9%	-0.7%	6.7%
11	0.0%	-0.5%	-1.7%	0.4%
12	3.6%	?	20.6µM*	4.6%
13	-0.4%	-0.2%	0.5%	5.17µM*
14	0.0%	-2.3%	1.7%	?
15	19.4%	·	·	·

# Going on with the list.
no.	Molecule	ATXN2 expr inh	ATXN viability	IL-1B inflam inh	TGFb SMAD3 inh	HepG2 viability
16	CC(C)Cn1c(-c2ccccc2F)n[nH]c1=S	1.7%	i	17.2	-7.8%	-0.4%
17	CCc1nc2sc3c(c2c(=O)n1N)CC(C)(C)OC3	11.1%	i	?	2.0%	-9.8%
18	Cc1cccc(NC(=O)CCc2c(C)nc3ncnn3c2C)n1	0.9%	?	-12.3	-7.9%	-0.6%
19	CCN(CC)CCN1CCN(c2cncc(-c3cccc(N)c3)n2)CC1	1.2%	?	19.8	-6.4%	2.6%
20	FC(F)(F)c1cnc(NNC(=S)Nc2ccc(Cl)cc2)c(Cl)c1	?	?	-98.5*	2.82µM*	-61.6%
21	O=C(CCCc1c[nH]c2ccccc12)Nc1ncccc1O	-16.2%	i	30.7	-3.0%	0.4%
22	COc1ccc(N2CCN(C(CNS(=O)(=O)c3ccccc3)c3ccccc3)CC2)cc1 (stereo not given)	3.5%	i	-13.0	-26.2%	-13.7%
23	CCN(CCCNC(=O)c1nn(-c2ccc(OC)cc2)c(=O)c2c1c1ccccc1n2C)c1cccc(C)c1	-7.1%	?	·	-11.7%	-21.2%
24	CCOC(Cn1c(CCCO)nc2ccccc21)OCC	-5.4%	i	5.4	-6.2%	5.6%
25	O=S(=O)(N/N=C/c1ccc2c(c1)OCCO2)c1ccccc1	7.6%	i	8.6	4.2%	6.5%
26	O=C(c1cc(C2CC2)nn1-c1ccccc1)N1CCN(Cc2ccc(Cl)cc2)CC1	?	i	-17.2	?	-11.2%
27	O=C(CN1CCN(c2ccc(F)cc2)CC1)N1N=CCC1c1ccccc1 (stereo not given)	-4.3%	i	-5.7	-2.6%	-6.1%
28	O=C1CC(c2cccc(F)c2)c2c(c3ccccc3[nH]c2=O)O1 (stereo not given)	-19.8%	i	-14.8	0.0%	5.4%
29	CN(C(=O)COC(=O)C1CCN(S(=O)(=O)c2cccs2)CC1)c1ccccc1	8.0%	i	0.5	-3.0%	-7.6%
30	CCc1ccc(NC(=O)C(C)OC(=O)C2CCN(c3ccc(C(F)(F)F)cn3)CC2)cc1 (stereo not given)	2.6%	i	-6.5	-5.0%	-18.0%

no.	Nrf2 ARE act	A549 tox	MCF10A rereplic	Nrf2 block
16	0.0%	-3.8%	1.9%	-15.4%
17	0.9%	-0.3%	2.0%	8.7%
18	3.3%	-2.8%	-1.9%	-6.6%
19	-0.4%	·	·	·
20	10.3%	?	14.6µM*	11.6µM*
21	-0.2%	6.3%	6.8%	10.6%
22	2.6%	-0.5%	1.6%	-12.6%
23	0.9%	-4.5%	·	-2.9%
24	-0.5%	·	1.9%	-10.8%
25	0.0%	-5.7%	-2.1%	10.3%
26	7.3%	-14.0%	?	?
27	-0.6%	8.7%	?	7.1%
28	0.3%	-13.7%	-0.5%	-1.0%
29	-0.7%	10.0%	2.7%	13.0%
30	0.0%	0.1%	0.4%	-20.1%

# Additional structures:
no.	Molecule	ATXN2 expr inh	ATXN viability	IL-1B inflam inh	TGFb SMAD3 inh	HepG2 viability
31	CN(C)C(=O)c1ccccc1Sc1cc(Cl)ccc1Cl	-9.6%	i	0.0	1.7%	-26.2%
32	O=C(CCNC(=O)N1CCn2c1nc1ccccc12)NCc1ccc(F)cc1	5.1%	i	-28.7	-20.0%	5.9%
33	COc1cccc(CNS(=O)(=O)c2c(C)nc3scc(C)n3c2=O)c1	0.8%&-19.0%	i	0.0	7.7%&3.9%	8.5%&-1.8%
34	OC(CNCc1ccccc1Cl)C(F)(F)F (stereo not given)	·	?	18.6	-1.5%	20.8%
35	CN(Cc1cnn(C)c1)Cc1nc(C(c2ccccc2)c2ccccc2)no1	-5.4%	i	-9.7	-7.6%	-16.1%
36	COCCN(C(=O)c1csnn1)C(C(=O)NC1CCCCC1)c1cccs1 (stereo not given)	-37.1%	?	-1.1	-2.4%	2.0%
37	O=C(CN1C(=O)NC2(CCCC2)C1=O)NCc1ccco1	-4.1%	?	14.7	-0.3%	7.9%
38	O=C(CN1C(=O)C2CC=CCC2C1=O)NCc1cccs1 (stereo not given)	-19.6%	i	10.0	-22.4%	-1.2%
39	CCC(CC)C(=O)Nc1ccc(C(=O)c2ccccc2)cc1	-1.3%	i	?	15.8%	0.7%
40	COc1cccc(NC(=O)Nc2cc(C)on2)c1	43.9%[activator]	i	-29.5	12.9%	-13.1%
41	CSc1nc(O)c(Nc2ccccc2)c(=O)[nH]1	19.3%	i	-4.7	23.8%	2.8%
42	Cc1ccc(C)c(Cn2c(=O)n(-c3ccc(CC(=O)NCc4ccco4)cc3)c(=O)c3sccc32)c1	2.2%	i	-0.9	-24.4%	-35.4%
43	COc1cccc(N2CCN(CC(=O)NC(C)c3ccccc3)CC2)c1 (stereo not given)	4.9%	i	-14.4	-0.4%	-3.3%
44	Cc1ccc2nc(SCc3nnc(-c4ccccc4Br)o3)[nH]c2c1	-7.1%	i	16.4	4.1%	-13.9%
45	Cc1nn(-c2ccccc2)c2c1C(c1ccccc1)C(C#N)=C(N)O2 (stereo not given)	-1.3%	i	12.8	19.6%	3.2%

no.	Nrf2 ARE act	A549 tox	MCF10A rereplic	Nrf2 block
31	-0.2%	-0.8%	-3.5%	·
32	0.3%	1.4%	-1.6%	0.1%
33	0.3%&3.8%	-0.8%&-5.4%	3.2%	0.1%&2.7%
34	-0.6%	0.5%	-5.9%	5.0%
35	0.4%	9.3%	1.7%	13.3%
36	-0.8%	-3.6%	-3.1%	-16.5%
37	0.2%	0.3%	-2.8%	9.7%
38	-0.7%	-0.8%	2.7%	3.7%
39	3.9%	1.7%	0.6%	7.1%
40	3.5%	-1.4%	-0.6%	14.9%
41	0.0%	3.2%	-1.6%	18.4%
42	2.1%	0.5%	2.6%	?
43	0.1%	7.5%	4.2%	?
44	6.2%	-1.6%	9.3%	-25.6%
45	6.5%	-2.3%	2.7%	7.1%

# Records listed so far printed as active in Nrf2 block.
no.	compound	IL-1B inflam inh	TGFb SMAD3 inh	Nrf2 block
13	CC1CCc2nc(NC(=O)c3ccc(S(=O)(=O)N4CCCc5ccccc54)cc3)sc2C1 (stereo not given)	-8.9	-20.0%	5.17µM*
20	FC(F)(F)c1cnc(NNC(=S)Nc2ccc(Cl)cc2)c(Cl)c1	-98.5*	2.82µM*	11.6µM*

# Assay outcomes (PubChem BioAssay)

# Outcome played no part in choosing rows, and some 8.8% of all compounds hit somewhere here.
